Cav32 inh: human Cav3.2 channel inhibition, primary screen | O95180 | Cav3.2-expressing cells, Fluo-4 calcium fluorescence FDSS; active compounds read low | B-score at 10 µM | 100,000 compounds, 4% hits;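 active means single-dose well whose peak fluorescence ratio is a statistical outlier from its plate by either plate-standardised score or position-corrected B-score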
Target sequence (O95180 whole entry, looked up): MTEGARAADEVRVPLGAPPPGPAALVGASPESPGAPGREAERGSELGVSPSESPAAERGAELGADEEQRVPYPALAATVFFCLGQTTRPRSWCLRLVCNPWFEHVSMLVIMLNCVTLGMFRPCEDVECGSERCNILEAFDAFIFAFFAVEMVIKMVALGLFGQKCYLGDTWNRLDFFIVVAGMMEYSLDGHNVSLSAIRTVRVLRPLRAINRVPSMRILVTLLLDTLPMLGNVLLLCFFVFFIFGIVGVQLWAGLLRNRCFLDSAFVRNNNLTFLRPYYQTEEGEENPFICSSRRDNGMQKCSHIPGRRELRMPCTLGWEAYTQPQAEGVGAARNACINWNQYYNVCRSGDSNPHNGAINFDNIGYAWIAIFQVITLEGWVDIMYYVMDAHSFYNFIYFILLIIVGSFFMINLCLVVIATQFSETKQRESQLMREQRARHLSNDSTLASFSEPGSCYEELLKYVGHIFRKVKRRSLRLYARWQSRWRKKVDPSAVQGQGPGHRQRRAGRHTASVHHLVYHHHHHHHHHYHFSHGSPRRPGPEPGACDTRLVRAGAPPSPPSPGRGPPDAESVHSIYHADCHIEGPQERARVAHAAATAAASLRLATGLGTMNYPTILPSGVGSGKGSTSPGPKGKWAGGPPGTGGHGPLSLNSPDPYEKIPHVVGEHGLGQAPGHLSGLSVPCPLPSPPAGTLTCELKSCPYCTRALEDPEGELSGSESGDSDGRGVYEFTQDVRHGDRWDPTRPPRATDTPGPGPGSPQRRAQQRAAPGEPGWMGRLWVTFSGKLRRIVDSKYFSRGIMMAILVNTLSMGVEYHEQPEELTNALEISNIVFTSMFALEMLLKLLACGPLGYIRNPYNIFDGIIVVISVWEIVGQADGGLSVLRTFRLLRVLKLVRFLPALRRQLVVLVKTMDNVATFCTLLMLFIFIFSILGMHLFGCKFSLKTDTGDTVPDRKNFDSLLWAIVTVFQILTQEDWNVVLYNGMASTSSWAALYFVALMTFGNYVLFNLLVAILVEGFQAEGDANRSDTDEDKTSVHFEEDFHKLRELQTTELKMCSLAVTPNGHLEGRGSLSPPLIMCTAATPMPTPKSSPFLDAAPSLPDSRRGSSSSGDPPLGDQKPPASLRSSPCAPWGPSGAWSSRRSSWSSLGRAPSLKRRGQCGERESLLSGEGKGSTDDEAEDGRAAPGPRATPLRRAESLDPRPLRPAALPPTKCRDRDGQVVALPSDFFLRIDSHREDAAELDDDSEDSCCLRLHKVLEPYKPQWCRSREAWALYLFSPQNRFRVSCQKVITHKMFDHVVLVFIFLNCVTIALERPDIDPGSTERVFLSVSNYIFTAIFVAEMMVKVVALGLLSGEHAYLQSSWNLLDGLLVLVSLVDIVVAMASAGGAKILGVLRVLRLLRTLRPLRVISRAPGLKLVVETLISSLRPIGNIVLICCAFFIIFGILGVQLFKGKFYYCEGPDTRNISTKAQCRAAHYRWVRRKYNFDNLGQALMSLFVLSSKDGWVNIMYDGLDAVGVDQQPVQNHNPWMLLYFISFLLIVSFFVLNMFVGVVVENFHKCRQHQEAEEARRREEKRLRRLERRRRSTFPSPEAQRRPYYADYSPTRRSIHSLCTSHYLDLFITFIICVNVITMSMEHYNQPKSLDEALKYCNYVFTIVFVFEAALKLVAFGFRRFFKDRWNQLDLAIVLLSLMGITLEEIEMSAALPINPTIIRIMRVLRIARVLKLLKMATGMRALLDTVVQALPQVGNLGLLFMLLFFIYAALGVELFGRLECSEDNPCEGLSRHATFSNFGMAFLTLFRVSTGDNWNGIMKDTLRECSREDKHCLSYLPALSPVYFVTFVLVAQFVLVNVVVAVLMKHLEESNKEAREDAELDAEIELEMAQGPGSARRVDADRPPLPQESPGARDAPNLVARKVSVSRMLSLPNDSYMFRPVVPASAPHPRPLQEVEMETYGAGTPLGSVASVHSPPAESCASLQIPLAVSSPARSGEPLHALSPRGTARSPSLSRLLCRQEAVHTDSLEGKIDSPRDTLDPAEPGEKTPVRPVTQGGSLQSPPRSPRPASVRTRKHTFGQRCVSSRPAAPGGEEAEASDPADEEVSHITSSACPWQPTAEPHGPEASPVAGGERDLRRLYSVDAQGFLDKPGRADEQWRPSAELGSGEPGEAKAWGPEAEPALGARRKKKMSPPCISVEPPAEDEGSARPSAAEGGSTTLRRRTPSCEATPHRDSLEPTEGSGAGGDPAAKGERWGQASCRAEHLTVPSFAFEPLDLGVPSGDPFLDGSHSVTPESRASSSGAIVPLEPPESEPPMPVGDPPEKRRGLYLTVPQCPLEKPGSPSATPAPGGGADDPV
An asterisk follows results filed as active. The list is partial. The share of hits here may be higher or lower than overall.

compound | Cav32 inh
Cc1ccc(/C=[N+](/[O-])C2SC(=S)N(C)C2(C)C)cc1 (stereo unspecified) | 0.39
Cc1ccc(C2CC2C(=O)NN)cc1 (stereo unspecified) | 0.5
CCOC(=O)c1[nH]c2ccc(Br)cc2c1NC(=O)CCN1CCC(C(=O)OCC)CC1 | -0.028
CCOC(=O)c1sc(NC(=O)CSc2nc3c(c(-c4ccc(OC)cc4)c2C#N)CCCC3)c(C#N)c1C | -1.3
CN1CCN(CC(O)c2ccccc2)CC1 (stereo unspecified) | 0.65
CC1CCCC(NC(=O)CCn2c(=O)oc3ccccc32)C1C (stereo unspecified) | 0.8
COc1cccc(C2C(C#N)=C(N)Oc3cc(C)oc(=O)c32)c1OC (stereo unspecified) | 1.2
O=C(Nc1cc(N2CCOCC2)ncn1)c1ccccc1 | -0.069
COc1ccc(C2(C(F)(F)F)NC(=O)N(C)C(=O)N2C)cc1 (stereo unspecified) | 0.48
CCC1(C)Cc2ccccc2-c2nc(NCCCO)n(-c3ccccc3)c(=O)c21 (stereo unspecified) | -1.9
CC(=O)Oc1ccc2c(=O)c(-c3ccccc3)c(C)oc2c1 | -4.5*
CCOc1ccc(NC(=O)c2ccccc2O)cc1 | 0.11
CC1(C)CC(=O)C=C(c2cc3ccccc3s2)C1 | -0.89
COc1ccc(C(=O)Cn2c(NCCO)nc3ccccc32)cc1OC | -0.27
O=C(c1ccccc1)c1cccc(NC(=O)c2ccc(Br)o2)c1 | -3.7*
O=C(Nc1cccc(-c2csc(-c3ccccc3)n2)c1)c1cccs1 | -0.8
Cn1cc(C(=O)c2ccc(Cl)cc2Cl)cc1C(=O)N/N=C(\N)COc1ccc(F)cc1 | -6.1*
O=C1[C@H]2[C@@H](C(=O)N1c1cccc3ccccc13)C1(C(=O)c3ccccc3C1=O)N1CCC[C@@H]21 | 1.4
CCSc1nnc(NC(=O)C2C3C=CC(C3)C2C(=O)O)s1 (stereo unspecified) | 0.42
Cc1cc2cc(CNC(=O)c3ccc(S(=O)(=O)N4CCCCC4)cc3)ccc2n1C | -0.91
N#C/C(=C\c1cc([N+](=O)[O-])c(N2CCOCC2)cc1N1CCOCC1)c1nc2ccccc2[nH]1 | -0.49
O=C(Cn1cnc2ccccc21)NCc1ccccc1 | 0.36
CC(=O)Nc1ccc(S(=O)(=O)c2ccc(N)cc2)cc1N | 0.18
NC(=O)c1ccccc1NC(=O)NC1CCCCC1 | -0.29
COCCCn1c(SCC(=O)Nc2ccc3c(c2)OCCO3)nnc1-c1ccoc1C | 0.32
CC(C)(C)OC(=O)NCCc1nnc(SCc2ccc(Cl)cc2Cl)o1 | -5.2*
COCCOC(=O)C1=C(C)Nc2nc(C)nn2C1c1ccc(F)cc1 (stereo unspecified) | 0.31
CN1CCCCc2c1[nH]c1ccccc1c2=O | -0.14
CCC(C)C(=O)Nc1ncc2c(n1)CC(c1cccs1)CC2=O (stereo unspecified) | -0.21
CNC(=O)C1CCN(C(=O)c2ccc(-c3ccccc3)cc2)CC1 | 1.3

A different layout for part of the listing above:
Cav32 inh	canonical_smiles
0.31	COCCOC(=O)C1=C(C)Nc2nc(C)nn2C1c1ccc(F)cc1 (stereo unspecified)
-0.14	CN1CCCCc2c1[nH]c1ccccc1c2=O

Next section:
compound | Cav32 inh
Clc1cccc(C2=NOC(c3nnc(-c4ccccc4)o3)C2)c1 (stereo unspecified) | -0.54
CCOC(=O)CSc1nc2cc(C(=O)OC)ccc2c(=O)n1CCN1CCOCC1 | 0.22
COc1cc2[nH]c3c(c2cc1OC)CCN1CCCC[C@@H]31 | 0.49
c1ccc(CNc2nc3ccccc3[nH]2)cc1 | -0.046
O=C(NCCC1=CCCCC1)C(c1ccccc1)c1ccccc1 | -0.64
COc1ccccc1CN1C(=O)[C@@H]2Cc3c([nH]c4ccccc34)C(C)(C)N2C1=O | 0.69
CCOC(=O)COc1ccc(S(=O)(=O)NCc2cccnc2)cc1 | 0.57
O=C(CSc1nnc(C2COc3ccccc3O2)o1)N1CCCc2ccccc21 (stereo unspecified) | -10*
O=C(COc1ccccc1)N1CCN=C1c1ccccc1 | -1.3
Nc1ccc(Nc2ccccc2)c(Cl)c1 | 1.1
COc1c(CC=C(C)C)c(O)cc2oc(=O)c3c4ccc(O)cc4oc3c12 | 0.56
NC(=O)CSc1nc2cc3c(cc2c(=O)n1CCCC(=O)NCc1ccc2c(c1)OCO2)OCO3 | -0.0015
Nc1c(C(=O)C2CC2)sc2nc(-c3cccs3)cc(C(F)(F)F)c12 | -7.9*
FC(F)(F)c1cc(C(F)(F)F)c2ccc(N3CCN(c4ccccc4)CC3)nc2n1 | -0.29
O=c1cc(-c2cccc(Br)c2)oc2cccc(O)c12 | -0.3
COc1cccc2cc(C(=O)N3CCN(c4ccc(C)cc4C)CC3)c(=O)oc12 | -3
Cc1cc2cc(CN(Cc3ccco3)S(=O)(=O)c3c(C)ccc4nsnc34)c(=O)[nH]c2cc1C | -0.45
CC(C)(C)c1ccc(-c2ccc3c(c2)S(=O)(=O)c2ccccc2C3=O)cc1 | -0.019
CCOC(=O)C1(P(=O)(c2ccccc2)c2ccccc2)CCC1 | 0.1
O=C([C@@H]1CC=C[C@@H]2CCN(C3CCCCC3)C(=O)[C@@H]21)N1CCN(c2ccccc2)CC1 | 0.08
Cc1cccc(N(C(=O)Nc2ccccc2)C2=NCC(C)S2)c1 (stereo unspecified) | -3.4
O=C(c1ccccc1)N1CCN(C2C3CC4CC(C3)CC2C4)CC1 (stereo unspecified) | 0.55
CCC(C)[C@H](NC(=O)NC1CCN(Cc2ccccc2)CC1)C(=O)OC (stereo partly specified) | 0.054
O=C(COC(=O)C1CC(=O)N(c2nc(-c3ccccc3)cs2)C1)c1ccccc1 (stereo unspecified) | -0.84
O=C(c1cnn2c(C(F)F)cc(C3CC3)nc12)N1CCCC1 | 1
COc1ccc(OCCOC(=O)Nc2ccccc2)cc1 | -3
Cc1cc(C)c[n+](-c2nc3ccccc3nc2C(=C=[N-])C#N)c1 | 0.18
Cc1cccc(NC(=O)c2oc3c(c2C)C(=O)CC(C)(C)C3)n1 | -0.28
COc1ccc(NC2=NC3(CCCCC3)N=C(N)N2)cc1 | 0.47
CCOc1ccc(Cl)cc1S(=O)(=O)NCc1cccnc1 | -2.3

Reprinted at random: 7 records from the list
compound | Cav32 inh
Cc1cccc(N(C(=O)Nc2ccccc2)C2=NCC(C)S2)c1 (stereo unspecified) | -3.4
Cc1cc2cc(CNC(=O)c3ccc(S(=O)(=O)N4CCCCC4)cc3)ccc2n1C | -0.91
O=C(CSc1nnc(C2COc3ccccc3O2)o1)N1CCCc2ccccc21 (stereo unspecified) | -10*
O=C(Nc1cccc(-c2csc(-c3ccccc3)n2)c1)c1cccs1 | -0.8
CCOC(=O)C1(P(=O)(c2ccccc2)c2ccccc2)CCC1 | 0.1
CC1CCCC(NC(=O)CCn2c(=O)oc3ccccc32)C1C (stereo unspecified) | 0.8
CC(C)(C)c1ccc(-c2ccc3c(c2)S(=O)(=O)c2ccccc2C3=O)cc1 | -0.019

(listing goes on)
compound | Cav32 inh
CCOC(=O)c1sc(C)c2c1NC(C)(c1cccc3ccccc13)NC2=O (stereo unspecified) | -2.5
Cn1c(=N)n(CC(=O)c2cccs2)c2ccccc21 | 0.63
CC1(C)C(c2ccco2)=[N+]([O-])C2(CCCCC2=O)N1O (stereo unspecified) | 0.44
O=C(Nc1ccc(-c2nc3ccccc3s2)cc1)c1cc(-n2cnnc2)ccc1Cl | 1.1
COc1ccc(C(=O)N2CCN(c3ccc(C)cc3)CC2)cc1OC | -0.41
COc1ccc(-n2c(=S)[nH]c3cc(C(=O)NCCCN4CCCC4=O)ccc3c2=O)cc1 | 0.25
Cc1ccc(CCNC(=O)CC2Oc3ccc(C)cc3NC2=O)cc1 (stereo unspecified) | 0.33
COC(=O)C1(C(=O)OC)Sc2ccccc2C1=O | -0.095
CC(C)CC(NS(=O)(=O)c1ccc2c(c1)oc(=O)n2C)C(=O)N1CC=C(c2ccccc2)CC1 (stereo unspecified) | 0.28
CCOC(=O)c1ccc(N=CC2=C(O)CC(C)(C)CC2=O)cc1 | -0.15
Cc1cc(C)n(CC(=O)N/N=C/c2ccc(C)o2)n1 | -0.0073
COc1ccc(C(=O)NC2(C(F)(F)F)C(=O)N(Cc3ccco3)C3=C2C(=O)CC(C)(C)C3)cc1OC (stereo unspecified) | 0.93
Cc1ccc(-n2c(C)cn(C(=O)c3ccccc3)c2=S)cc1 | -1.5
Cc1ccc(-n2c(Cc3cccn3C)nnc2SCC(=O)NCc2ccco2)cc1 | 0.12
O=C(NCc1cccs1)C1CCCN1C(=O)NC1CCCCC1 (stereo unspecified) | 0.29
COCc1cc(=O)n2[nH]c(-c3ccccc3)cc2n1 | -0.72
O=C(Nc1ccccc1NC(=O)c1ccco1)c1ccco1 | -0.73
O=S(=O)(c1cccc(S(=O)(=O)N2CCC(N3CCCCC3)CC2)c1)N1CCOCC1 | 0.6
CCCc1[nH]nc2c1C(c1ccc(OC)c(Cn3nnc4ccccc43)c1)C(C#N)=C(N)O2 (stereo unspecified) | -1.1
Brc1ccc(-c2nnc3ccc(N4CCN(c5ccccc5)CC4)nn23)cc1 | -1.8
COC(=O)C1=C(C(=O)OC)[C@@H]2N(C)c3ccccc3[C@@]23C[C@@H](C(=O)OC)N(C(=O)c2ccco2)C3=N1 | 0.92
Cc1nc2cc(C(F)(F)F)ccc2n1C1CCN(CC(=O)N2CCOCC2)CC1 | 0.7
C[C@H]1CC[C@]2(O[C@H](CCO)C[C@@H](O)[C@@H]2O)O1 | -0.47
COc1cccc(C(=O)Nc2cccc(OC(C)=O)c2)c1 | 0.53
CCCOC(=O)c1sc2nc3c(cc2c1N)C(=O)CCC3 | 0.013
CCN1CCN(c2nc3ccccc3nc2C(C#N)C(=O)OC2CCCCC2)CC1 (stereo unspecified) | -1.2
CC1(c2ccc3c(c2)OCO3)NC(=O)N(CC(=O)Nc2ccc(N3CCOCC3)cc2)C1=O (stereo unspecified) | -0.09
C=CCn1c(C)cc(C(=O)CSc2nnc(Cc3ccccc3)o2)c1C | -0.86
COCCNC(=O)c1ccc(Cn2c(=S)[nH]c3cc4c(cc3c2=O)OCO4)cc1 | 0.64
O=c1nc2n(c3ccc(Br)cc13)CCS2 | 0.54

The list continues:
Molecule | Cav32 inh
CCOC(=O)c1cnc(SC)nc1Oc1cccc(NS(=O)(=O)c2ccc(F)cc2)c1 | -1.8
CCC(=NC(C)c1ccccc1)c1c(O)n(C)c(=O)n(C)c1=O (stereo unspecified) | -1.5
COCCn1cnnc1SCC(=O)Nc1ccccc1C(=O)Nc1ccc2c(c1)OCO2 | 0.7
CS(=O)(=O)N1CCCC(C(=O)NCc2ccccn2)C1 (stereo unspecified) | 0.72
CC1=NN(c2ccccc2)C(=O)C1(C)C | -0.51
COc1cccc2c1N1C(=O)c3c(C(=O)O)cccc3C1CC2(C)C (stereo unspecified) | 0.033
CC(C)NS(=O)(=O)c1ccc(N2C(=O)c3ccccc3C2=O)cc1 | 0.71
CCCCCOC(=O)Nc1nnc(CCC)s1 | -0.63
O=C(CSc1nccn1-c1ccccc1)Nc1ccc2c(c1)OCO2 | -0.2
Cc1cc(Cl)ccc1OC(C)C(=O)N1CCCN(C(=O)C(C)Oc2ccc(Cl)cc2C)CC1 (stereo unspecified) | -5.4*
c1ccc2c(N3CCCC3)nc(-c3ccncc3)nc2c1 | 0.71
CCC(C)NC(=O)CO/N=C/c1ccc(C(=O)OC)cc1 (stereo unspecified) | 0.29
CC1CCC(NC(=O)Cn2ncc3ccccc32)CC1 (stereo unspecified) | 1.1
COc1ccc(/C=C2\NC(=S)N(CC3CCCO3)C2=O)c(OC)c1 (stereo unspecified) | -0.85
CCCOc1cccc(-c2nnc(N)s2)c1 | -0.059
O=c1cc(N2CCOCC2)[nH]c(=O)n1Cc1ccc(F)cc1 | 0.0029
CCOC(=O)CN1C(=O)NC(C)(c2ccc(OC(F)F)cc2)C1=O (stereo unspecified) | -0.84
Nc1nnnn1/N=C/c1cccc(Oc2ccccc2)c1 | -0.13
C/C(CC(=O)Nc1cccc2c1CCCC2)=N\NC(=O)c1ccccc1N | -0.62
CN(C)c1cccc(C(=O)Nc2ccc3nc4n(c(=O)c3c2)CCCCC4)c1 | -0.85
O=C(Cc1ccccc1)Nc1ccc(C(=O)O)cc1 | 0.47
CCOC(=O)N1CCN(C(=O)c2ccc(N(Cc3ccc(C)cc3)S(C)(=O)=O)cc2)CC1 | -0.42
CCN(C(=O)C1CCN(S(=O)(=O)c2cccc3nonc23)CC1)c1ccccc1 | 0.51
CSc1nc(N2CCOCC2)c2c3c(sc2n1)CCCC3 | -2.9
O=S(=O)(NCc1ccccc1Br)c1cccs1 | -0.51
COc1ccc(OCCn2cc(/C(N)=N/O)c3ccccc32)cc1 | -1.1
Cc1cc(C)c2nc(NNC(=O)c3ccc(S(=O)(=O)N4CCCCC4)cc3)sc2c1 | -1.9
CCOC(=O)c1c(C)c(C(=O)Nc2cc(OC)ccc2OC)c(C)n1CC | -2.9
Cc1ccc(NS(=O)(=O)c2ccc(NC(=O)c3cccs3)cc2)cc1 | -0.39
Cc1ccc(S(=O)(=O)Oc2cccc(N3C(=O)C4CC=CCC4C3=O)c2)cc1 (stereo unspecified) | 0.1

Continued, overlapping the part above by 7 compounds.
Molecule | Cav32 inh
CSc1nc(N2CCOCC2)c2c3c(sc2n1)CCCC3 | -2.9
O=S(=O)(NCc1ccccc1Br)c1cccs1 | -0.51
COc1ccc(OCCn2cc(/C(N)=N/O)c3ccccc32)cc1 | -1.1
Cc1cc(C)c2nc(NNC(=O)c3ccc(S(=O)(=O)N4CCCCC4)cc3)sc2c1 | -1.9
CCOC(=O)c1c(C)c(C(=O)Nc2cc(OC)ccc2OC)c(C)n1CC | -2.9
Cc1ccc(NS(=O)(=O)c2ccc(NC(=O)c3cccs3)cc2)cc1 | -0.39
Cc1ccc(S(=O)(=O)Oc2cccc(N3C(=O)C4CC=CCC4C3=O)c2)cc1 (stereo unspecified) | 0.1
CCOc1ccc2nc(SC3CC(=O)N(c4ccc(C)cc4)C3=O)sc2c1 (stereo unspecified) | -0.011
COc1ccc(-n2nc3ccc(NS(C)(=O)=O)cc3n2)cc1Cl | 0.64
O=C(Nc1cccnc1Cl)c1cccnc1Cl | 0.00079
O=C(Nc1cccnc1)c1ccc(CN2CCc3ccccc3C2)cc1 | 0.83

Screening data from PubChem.
